hDAT+cocaine: changed human dopamine transporter uptake under cocaine IC80; AID 449768; LLC-PK1 hDAT cells, [14C]-dopamine uptake with cocaine IC80; actives deviate in either direction; actives 1.3% (n = 110,000); B-score at 10 µM;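 active means Z score or B-score, a plate-position-corrected score, falls beyond the plate's 99.7% confidence bounds, in either direction; inactive means both scores lie inside the 99.7% bounds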;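 further: scored against the spread of the other compound wells on the same plate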
Target sequence (Q01959 whole entry, looked up): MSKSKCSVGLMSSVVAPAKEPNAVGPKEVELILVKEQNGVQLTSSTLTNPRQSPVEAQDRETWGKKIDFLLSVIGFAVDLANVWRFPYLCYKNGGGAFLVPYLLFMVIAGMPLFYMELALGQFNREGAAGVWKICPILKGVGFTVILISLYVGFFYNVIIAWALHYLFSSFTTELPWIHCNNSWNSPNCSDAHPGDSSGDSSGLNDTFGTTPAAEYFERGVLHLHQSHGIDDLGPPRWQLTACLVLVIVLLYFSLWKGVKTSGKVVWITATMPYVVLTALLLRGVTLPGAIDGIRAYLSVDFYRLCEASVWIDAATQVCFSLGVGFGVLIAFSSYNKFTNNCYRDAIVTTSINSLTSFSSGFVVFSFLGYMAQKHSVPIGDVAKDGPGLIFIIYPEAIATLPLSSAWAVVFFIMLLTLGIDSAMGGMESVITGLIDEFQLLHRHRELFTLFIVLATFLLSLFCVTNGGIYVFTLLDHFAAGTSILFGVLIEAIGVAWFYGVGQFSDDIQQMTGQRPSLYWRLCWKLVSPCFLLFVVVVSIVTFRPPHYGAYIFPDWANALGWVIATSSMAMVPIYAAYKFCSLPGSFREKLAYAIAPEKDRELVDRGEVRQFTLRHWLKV
S1P2 agonist: S1P2 (human) receptor agonism | actives 0.46% (n = 97,000) | activation, % at 4.5 µM | O95136 | S1P2-expressing cell line, agonist reporter read-out; in the data active means activation above about 16%;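 further: 0% = vehicle low control and 100% = maximal reference agonist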
Target sequence (O95136 whole entry, looked up): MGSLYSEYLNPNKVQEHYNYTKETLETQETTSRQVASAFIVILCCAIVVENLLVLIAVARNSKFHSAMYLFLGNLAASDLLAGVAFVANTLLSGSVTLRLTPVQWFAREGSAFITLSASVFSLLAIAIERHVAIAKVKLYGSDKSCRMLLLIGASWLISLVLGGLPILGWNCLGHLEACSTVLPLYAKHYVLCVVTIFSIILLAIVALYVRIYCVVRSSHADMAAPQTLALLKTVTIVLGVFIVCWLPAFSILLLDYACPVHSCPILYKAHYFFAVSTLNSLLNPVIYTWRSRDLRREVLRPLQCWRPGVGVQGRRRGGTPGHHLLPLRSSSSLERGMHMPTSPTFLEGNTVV
sEH inh: inhibitors of human soluble epoxide hydrolase | recombinant human sEH enzymatic activity assay | inhibition, % at 2 µM | actives 0.34% (n = 91,000) | P34913 | AID 707; in the data active means inhibition above about 80%; further: values of inactives mirror those of a sister screen read the other way; many of its hits are not listed in these tables
sEH activator: increases human soluble epoxide hydrolase activity | P34913 | actives 0.04% (n = 91,000) | activation, % at 2 µM | purified human sEH enzymatic activity, activator screen; in the data active means activation above about 37%; further: values of inactives mirror those of a sister screen read the other way
S1P2 blocker: blocks the human S1P2 receptor | AID 736 | cell-based S1P2 antagonist assay, inhibition at 5 uM | actives 0.21% (n = 97,000) | inhibition, % at 5 µM | O95136; in the data active means inhibition above about 45%;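 further: CRE beta-lactamase reporter cells expressing human S1P2 stimulated with S1P; 0% = agonist at EC80 alone and 100% = agonist plus reference antagonist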
PostGolgi ctrl: yeast control strain growth, post-Golgi counter-screen | efflux-deficient yeast background strain, growth absorbance A615, 16 h | inhibition, % at 10 µM | actives 5% (n = 98,000)
CYP2C19 activ: activators of human cytochrome P450 2C19 | 96,000 tested, under 10 active | AID 1025 | activation factor at 5 µM | recombinant CYP2C19, luciferin-H EGE luminescence; hits give high values; 0 = fully inhibited enzyme, 1 = untreated enzyme;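 active means activation factor of at least 2 at 5 µM in the primary screen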;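 further: 0 = wells with 2.5 mM tranylcypromine and 1 = vehicle-only wells; values of inactives mirror those of a sister screen read the other way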
CYP2C19 inhib: inhibitors of human CYP2C19; P33261; CYP2C19 Supersomes, luciferin-H EGE luminescence, 30 min; inhibition, % at 5 µM; actives 21% (n = 96,000);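 active means CYP2C19 inhibition above a set limit at 5 µM in the primary screen, cut at about 50% in these data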;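 further: plate controls were negative control wells for no effect and 2.5 mM tranylcypromine positive control for full effect; values of inactives mirror those of a sister screen read the other way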
PostGolgi yeast: growth inhibition of a yeast mutant, post-Golgi transport screen; post-Golgi transport phenotypic cell assay; inhibition, % at 10 µM; actives 0.9% (n = 98,000); AID 739;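 further: yeast cells grown in 1536-well plates; yeast grown about 18 h at 30C before absorbance read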
* marks the source's active call; other numbers are inactive results; . = not tested or not shown. Unless noted, no stated cut-off is given here; in the data, active means inhibition above about 30%; inactive means the rest.

Molecule	S1P2 agonist	CYP2C19 inhib	sEH inh	PostGolgi ctrl	sEH activator	hDAT+cocaine	CYP2C19 activ	S1P2 blocker	PostGolgi yeast
Cc1cc(C(F)(F)F)n2nc(-c3cnn(C)c3C(F)(F)F)c(Cl)c2n1	-4	51*	-3	1	3	-0.85	0.5	-1	7
CCC(Sc1nc2c(cnn2-c2ccccc2)c(=O)[nH]1)C(=O)OC (centres undefined)	-3	15	-4	7	8	-0.19	0.9	-9	-7
O=S1CC/C(=N\O)c2ccccc21 (centres undefined)	-1	.	7	.	-6	0.62	.	4	.
CC(=O)Oc1ccccc1C1OC(=O)c2ccccc2N1C(C)=O (centres undefined)	-6	-10	-3	10	4	-0.82	1.1	0	4
CCOc1cc(C(=O)NCc2ccncc2)cc(OCC)c1OCC	-2	84*	5	8	-5	0.63	0.2	23	3
CCOc1ccccc1C1C(C(=O)Nc2ccccc2OC)=C(C)Nc2nc(CCCO)nn21 (centres undefined)	.	37	0	-1	5	-1.3	0.6	.	-4
O=C(c1ccco1)N1CCN(C(=O)c2cc3sccc3n2Cc2ccccc2)CC1	-1	20	2	3	0	0.95	0.8	-11	8
COc1ccnc(Oc2ccc(F)cc2)c1C(=O)N/C=N/OCc1ccc(F)cc1Cl	-7	0	-13	38*	15	0.099	1	-6	-2

The final three entries of the part before lead into the next:
Molecule	S1P2 agonist	CYP2C19 inhib	sEH inh	PostGolgi ctrl	sEH activator	hDAT+cocaine	CYP2C19 activ	S1P2 blocker	PostGolgi yeast
CCOc1ccccc1C1C(C(=O)Nc2ccccc2OC)=C(C)Nc2nc(CCCO)nn21 (centres undefined)	.	37	0	-1	5	-1.3	0.6	.	-4
O=C(c1ccco1)N1CCN(C(=O)c2cc3sccc3n2Cc2ccccc2)CC1	-1	20	2	3	0	0.95	0.8	-11	8
COc1ccnc(Oc2ccc(F)cc2)c1C(=O)N/C=N/OCc1ccc(F)cc1Cl	-7	0	-13	38*	15	0.099	1	-6	-2
CCC(=O)N1CC2(C)CN(C(=O)CC)CC(C)(C1)C2	.	-1	.	11	.	0.15	1	.	-1
CN(C)CCNC=C(C(=O)Nc1ccc(Cl)cc1Cl)C(=O)Nc1ccc(Cl)cc1Cl	-5	16	-10	99*	13	0.33	0.8	4	40*
O=C(Oc1ccccc1N1C(=O)CCC1=O)c1ccco1	-5	.	9	8	-8	0.92	.	3	-3
CC1=Nc2ccccc2/C1=C/c1sc(=N)n(-c2nccs2)c1O	-7	27	6	29	-4	0.0054	0.7	-6	4
COc1ccc(-c2cc(C(=O)Nc3cccc(C(C)=O)c3)no2)cc1	-5	-10	8	5	-9	0.96	1.1	5	-5
COC(=O)NNC(=O)C(C)Oc1ccc(Cl)cc1Cl (centres undefined)	-1	13	-2	5	5	-1.2	0.9	-5	18
CCOC(=O)c1cnn(-c2ccccc2)c1-n1cccc1C(=O)C(=O)Nc1ccccc1	-6	46	9	31*	-11	0.38	0.5	4	2
COC(=O)Cn1ncc2c(C)n(Cc3ccccc3)c(C)c2c1=O	-6	84*	3	1	-4	-0.26	0.2	11	-3
Cc1ccc(N=Cc2sc(O)c3ccccc23)c(C)c1	-5	41	4	-3	-2	-0.25	0.6	16	-1
CN=C1SC(CC(=O)Nc2sc3c(c2C#N)CCCC3)C(=O)N1C (centres undefined)	-4	.	-4	-6	4	-0.32	.	-20	-1
COc1ccc(NC(=O)COC(=O)c2c3c(nc4ccccc24)CCCC3)cc1Cl	-8	30	27	79*	-29	-1.2	0.7	10	49*
CCN1CCN(C(=O)C2CCN(Cc3nc(-c4cccc(Cl)c4)oc3C)CC2)CC1	-6	9	-11	1	13	0.047	0.9	1	-2
c1ccc(-c2nnc3n2N=C(c2ccc4c(c2)OCO4)CS3)nc1	-4	16	1	3	-2	-0.18	0.8	2	-4
Nc1nc(CSc2nc3ccccc3s2)nc(N2CCCCC2)n1	0	25	-17	7	18	2.2	0.7	-18	8
O=C(NCc1ccc(Cl)cc1Cl)C(=O)N1CCCCC1	-4	17	3	-1	-2	0.36	0.8	5	1
Cc1ccc2c(c1)N(CC(=O)O)C(=O)CO2	-9	5	4	11	-5	-0.75	0.9	9	-1
COC(=O)c1sccc1NC(=O)CSc1ccccc1NS(=O)(=O)c1ccccc1Cl	-2	4	-1	14	3	1.1	1	-2	0
COc1ccc(-c2nnc(SCC(=O)NCc3ccco3)n2C)cc1	-3	0	-5	9	4	0.92	1	4	1
CCC(CC)NC(=O)c1ccc2nc[nH]c2c1	0	-2	-15	-7	13	-0.81	1	-23	1
N#C/C(=C/c1ccc(Cl)cc1)NC(=O)c1ccccc1	-4	3	4	9	-2	-0.0092	1	-7	1
CCOCN(C(=O)Cn1c(C(C)O)nc2ccccc21)c1c(C)cccc1CC (centres undefined)	-4	.	17	.	-13	0.23	.	6	.
COc1cc(C)c(Cl)cc1S(=O)(=O)N(C)C	-6	22	-4	9	4	-0.017	0.8	5	-10
Cc1ccc(C(=O)Nc2ccc3cn[nH]c3c2)cc1S(=O)(=O)N1CCCCC1	-4	-8	39	5	-39	0.0076	1.1	-3	6
Cn1c(Cc2cccs2)nnc1SCC(=O)N1CCc2ccccc21	-4	9	8	1	-2	0.028	0.9	3	26
COCCNC(=O)c1ccc(N(C)S(=O)(=O)c2ccc(OC)c(OC)c2)cc1	-1	.	-10	5	10	-0.47	.	-38	0
CC(C)CNS(=O)(=O)c1ccc(S(=O)(=O)N2CCN(CCC#N)CC2)cc1	.	7	.	17	.	-0.076	0.9	.	-1
O=C1OCCC1Sc1nnc(-c2ccccc2)o1 (centres undefined)	1	39	-2	2	2	-1.8	0.6	-17	12
CCC(Sc1nc2ccccc2c2nc3ccccc3n12)C(=O)NCc1ccco1 (centres undefined)	1	6	-7	22	4	.	0.9	0	-4
C/C(=N\NC(=O)c1ccc(Br)cc1)c1ccccc1	-3	61*	0	8	0	-1.4	0.4	13	2
CCOC(=O)N1CC=C2C(C#N)=C(N)C(C#N)(C#N)[C@H](c3ccc(OC(C)C)c(OCC)c3)[C@H]2C1	-2	39	1	6	-1	1.6	0.6	15	-5
c1ccc(-c2csc(N3CCN(c4ccccn4)CC3)n2)cc1	-2	20	-12	41*	8	-0.34	0.8	-7	-3
O/N=C/c1cc(Br)cc(Br)c1OCc1ccccc1	-6	46	0	58*	2	-0.35	0.5	-11	3
CC(C)NC(=O)c1onc(CSc2cccc3ccccc23)c1C(=O)O	-4	32	12	-3	-6	-0.29	0.7	-13	-2
CC(C)CN(CC(C)C)S(=O)(=O)N1CCC(C(=O)NCc2cccs2)CC1	5	9	53	7	-54	-0.38	0.9	11	-3
COC(=O)c1cc(CSc2nnc(-c3ccccc3)c(-c3ccccc3)n2)oc1C	-3	12	11	-6	-10	1.1	0.9	13	5
O=C(Nc1ccccc1)N(Cc1ccc2c(c1)OCO2)Cc1nc2ccccc2c(=O)[nH]1	21*	15	10	5	-7	1	0.8	-9	-6
COc1ccc(C2C3=C(CCCC3=O)Nc3nc(SCc4ccc(C(=O)O)cc4)nn32)cc1OC (centres undefined)	0	29	14	0	-12	0.79	0.7	12	-5
O=C(Oc1ccc2c(-c3ccccc3)cc(=O)oc2c1)C1CCCCC1	-8	32	-6	-5	9	0.45	0.7	-27	27
c1nc(NC2CCCC2)c2[nH]cnc2n1	.	-1	.	5	.	-0.88	1	.	8
Cc1ccc(S(=O)(=O)Nc2ccc3nc(N)sc3c2)cc1	-10	99*	2	16	2	1.2	0	27	3
O=C(Nc1ccc(OC(F)F)c(Cl)c1)Nc1ccc2c(c1)OCO2	0	-1	78	3	-79	-7*	1	-27	0
CC(=O)Nc1ccc(C(=O)Nc2ccc(S(=O)(=O)NCC3CCCO3)cc2)cc1 (centres undefined)	-4	9	-2	3	0	-0.35	0.9	-3	-9
Cc1nn(CCc2n[nH]c(=S)n2-c2cccc(Cl)c2)c(C)c1[N+](=O)[O-]	-2	57*	-10	0	9	0.39	0.4	-18	0
Cc1nnc(SCC(=O)c2ccc(S(=O)(=O)N3CCOCC3)cc2)n1-c1ccccc1	-3	17	-3	2	1	0.68	0.8	3	-3
Cc1cc2ncn(C3CC(=O)N(Cc4ccccc4)C3=O)c2cc1C (centres undefined)	-1	8	4	40*	0	-0.071	0.9	2	5
O=C(COc1ccc(Cl)cc1Cl)N(Cc1ccco1)C1CCS(=O)(=O)C1 (centres undefined)	-5	31	2	9	-4	2.9*	0.7	10	9
Cc1cccc(-c2noc(Cc3ccc(Cl)cc3)n2)c1	-4	80*	-11	2	9	-0.85	0.2	-4	7
Cc1ccc(C(=O)COC(=O)C2CC(=O)N(c3nc(-c4ccccc4)cs3)C2)cc1 (centres undefined)	-3	71*	-2	-1	3	0.6	0.3	-2	4
COc1ccc(-n2nc(C(=O)NCC(=O)Nc3cccc(C)n3)c3ccccc3c2=O)cc1	-2	-1	-2	-8	3	1.3	1	13	-6
CCCCc1nnc(NC(=O)CSc2nc(=O)cc(N)n2-c2cccc(C)c2)s1	1	-14	-13	0	10	1	1.1	-14	14
COc1ccc(S(=O)(=O)NCc2ccco2)c2ccccc12	.	47	.	34*	.	-0.052	0.5	.	4
CC(C)C(=O)Nc1cccc(C(=O)N2CCCCC2C)c1 (centres undefined)	0	-2	22	0	-26	-0.029	1	-23	9
O=C(C1CCN(S(=O)(=O)c2ccc3ccccc3c2)CC1)N1CCN(c2ncccn2)CC1	-5	71*	-7	12	7	0.69	0.3	21	2
Cc1ccsc1/C=N/NC(=O)c1sccc1C	-3	10	-9	5	11	-0.44	0.9	-1	-4
COc1ccccc1N1CCN(C(=O)c2cc(-c3ccc(Br)cc3)on2)CC1	-5	-3	3	33*	-1	0.037	1	3	21
COc1ccc2c(c1)cc1n2CCN2CCCN=C12	-3	13	.	1	.	-1.6	0.9	0	-10

Carrying on:
Molecule	S1P2 agonist	CYP2C19 inhib	sEH inh	PostGolgi ctrl	sEH activator	hDAT+cocaine	CYP2C19 activ	S1P2 blocker	PostGolgi yeast
CCOc1cc(C(=S)N2CCC(O)CC2)ccc1OS(=O)(=O)c1ccc(Br)cc1	-4	87*	0	14	-1	0.43	0.1	5	-4
O=C(NC(=S)NNC(=O)c1cccs1)c1ccc(Br)o1	-3	-4	14	3	-13	-0.66	1	-5	2
Cn1c(SCC(=O)N/N=C/c2cccs2)nc2ccccc21	-3	43	-8	4	10	0.84	0.6	4	1
COc1ccccc1NC(=S)NCCc1c[nH]c2ccccc12	-2	86*	-6	-4	5	0.27	0.1	4	2
CCOC(=O)C(=O)/C(C#N)=C/Nc1ccccc1	-9	11	-12	11	9	0.3	0.9	8	-10
C=CCn1cnc2scc(-c3ccc(CC)cc3)c2c1=O	-2	93*	-1	7	2	2	0.1	-33	-1
O=C(Nc1ccc(Cl)cc1)N1CCC(c2nc(-c3cccs3)no2)CC1	-6	22	.	44*	.	-0.7	0.8	-14	.
COc1cccc(CN2CCN(S(=O)(=O)c3ccc(Br)cc3)CC2)c1	0	86*	-15	4	12	0.12	0.1	-16	-6
c1ccc2c(CNCCN3CCOCC3)cccc2c1	-5	26	0	13	0	-0.05	0.7	-3	-3
CCOC(=O)CSc1nc2nc(C)cc(C)n2n1	.	-4	.	11	.	0.057	1	.	-2
O=C(NCc1ccc2c(c1)OCO2)C1CC(=O)N(C2CCCCCCC2)C1 (centres undefined)	-3	12	-2	17	1	1.1	0.9	-5	6
CC1(c2cnc(Nc3ccccc3)s2)CCC(=O)O1 (centres undefined)	0	31	9	39*	-9	-0.29	0.7	12	-5
COc1nc(Nc2ccc(C(C)C)cc2)nc(OC)n1	0	.	-7	.	7	0.7	.	-13	.
CSc1nsc(SCC(=O)Nc2ccc3c(c2)OCCO3)n1	-9	88*	27	2	-28	0.44	0.1	-10	0

Screens deposited in PubChem by several laboratories.
